Screening results from PubChem.
AT treatment = potential ataxia-telangiectasia treatments restoring KAP-1 phosphorylation; […] A-T fibroblasts, KAP-1 phosphorylation AlphaLISA; neocarzinostatin DNA damage 30 min before lysis; Potency, µM (series often up to 57.5 µM), for the others: at the top dose activation, usual class: activators; actives 0.19% (n = 320,000); AID 485349; note: potency is the fitted concentration of half-maximal effect; % of control where 0% means no effect; nearly all actives have a fitted effect of over 45% in size
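hTERT-immortalized A-T patient fibroblasts ([…]), 500 cells/well in OPTI-MEM, 1% FBS, got compounds for 60 min, then NCS for 30 min at 37C. Lysates were then assayed for phospho-KAP-1 by AlphaLISA (anti-pKAP1 donor, anti-KAP1 acceptor beads), 6 hr at 25C.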
TRPV1 ag = activates the human vanilloid receptor TRPV1 | Q8NER1 | TRPV1-expressing cells, Fluo-8 calcium influx, agonist mode | activation, % at 8.33 µM | actives 0.19% (n = 320,000); in the data active = activation above about 80%; inconclusive = between about 30% and that limit; note: 0% is about no effect
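Fluo-8 calcium influx in TRPV1-expressing cells, kinetic read (ex 480/em 520 nm). Compound added and read 3 min for agonist activity, followed by capsaicin at EC20 final and 2 min further read for enhancement.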
B2AR arrestin = recruits beta-arrestin to the human beta2-adrenergic receptor; actives 0.02% (n = 330,000); beta-arrestin recruitment to beta2AR, cell-based reporter; Potency, µM (titrated, usually from 46.1 µM), inactives show at the highest dose activation, usual class: activators;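 note: potency is the fitted concentration of half-maximal effect; 0% = DMSO controls and full agonism = EC100 isoproterenol or metaproterenol; nearly all actives have a fitted effect of over 65% in size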
Target sequence (P07550 whole entry, looked up): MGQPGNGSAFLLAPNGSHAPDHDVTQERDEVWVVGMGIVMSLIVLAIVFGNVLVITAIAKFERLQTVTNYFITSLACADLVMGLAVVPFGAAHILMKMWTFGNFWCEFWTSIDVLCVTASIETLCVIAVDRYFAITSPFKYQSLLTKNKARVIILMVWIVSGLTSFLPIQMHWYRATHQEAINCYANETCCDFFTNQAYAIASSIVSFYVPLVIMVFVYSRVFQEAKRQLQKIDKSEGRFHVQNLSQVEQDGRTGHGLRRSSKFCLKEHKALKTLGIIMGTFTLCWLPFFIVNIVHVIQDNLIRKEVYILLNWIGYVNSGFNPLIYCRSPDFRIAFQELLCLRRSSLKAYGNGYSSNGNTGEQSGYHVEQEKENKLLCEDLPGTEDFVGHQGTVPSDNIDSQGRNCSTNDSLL
BRCA1 expr act = BRCA1 expression activation | MCF7-BRCA1-FFLuc reporter, luminescence, 48 h; response scale: scaled: vehicle 0%, 10 µM genistein 100% | Potency, µM (titrated, usually from 46.1 µM), without a hit: at the top dose activation, actives largely listed as activators | actives 1.1% (n = 380,000) | AID 624202; note: potency is the fitted concentration of half-maximal effect; nearly all actives have a fitted effect of over 80% in size; some results filed as inactive show a strong effect at the top dose
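Quantitative HTS in MCF7 cells stably reporting BRCA1 expression via firefly luciferase. Compound treatment lasts 48 h at 37 °C in phenol-red free MEM. Activation is expressed relative to genistein at 10 microM and DMSO.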
a7 integrin act = integrin-mediated muscular dystrophy alleviation activation; alpha7betagal myoblasts, beta-gal FDG fluorescence, 48 h; Potency, µM (doses to about 38.3 µM), without a hit: top-dose activation, actives largely listed as activators; actives 0.064% (n = 350,000); AID 624291;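 note: potency is the fitted concentration of half-maximal effect; 100% = response of the positive control SU9516; nearly all actives have a fitted effect of over 60% in size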
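alpha7betagal+/- myoblasts (passage 13, 250/well) treated 48 h at 37C with compounds at 1:260 dilution of DMSO stock. Lysed, then beta-galactosidase activity read as FDG fluorescence (ex 480/em 540) after 30 min, with pre-read for autofluorescence.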
MLL CXXC-DNA inh = inhibitors of human MLL CXXC domain-DNA interaction | Q03164 | Potency, µM (titrated, usually from 115 µM), for inactives: at the top dose activity change, negative = inhibition, usual class: inhibitors | actives 0.037% (n = 290,000) | MLL-CXXC / FITC-HOXA9 DNA fluorescence polarization | AID 2662; active = well fitted inhibition curve with a large enough effect in the polarisation, with a control signal flat, not every such curve was filed as active; inconclusive = small, poorly fitted or top-dose-only effect, or effect the other way, or a change in a side signal; inactive = no such curve, though single readings can be large or run the other way; the % refers to the polarisation; note: potency is the fitted concentration of half-maximal effect
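Fluorescence polarization: 7 uM MLL-CXXC (stock) preincubated 5 min with compounds, then 50 nM fluorescein-HOX-A9 DNA (stock) added; 30 min ambient. Buffer 50 mM Tris-HCl pH 7.5, 50 mM NaCl, 1 mM DTT, 0.05% BSA.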
p53 reactivator = restores transcriptional activity of mutant p53; H1299 p53-A138V BP100-luciferase reporter, luminescence, 24 h; Potency, µM (highest dose often 92.2 µM), for inactives: at the highest dose activity change, positive = activation, actives largely listed as activators; actives 0.063% (n = 320,000); AID 504706; note: potency is the fitted concentration of half-maximal effect; % of control where 0% means no effect; nearly all actives have a fitted effect of over 45% in size
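p53-null H1299 cells stably carrying temperature-sensitive p53-A138V and a BP100-luciferase reporter were pinned with compounds (4-point, 1:5 series) and held 24 hrs at 37 deg C. Luminescence was read 10 min after detection reagent.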
ELG1 DNA repair = inhibitors of ELG1-dependent DNA repair in HEK293T cells. HEK293T ELG1-luciferase reporter, luminescence, 16 h; DNA damage induced by 5-fluorouridine. Potency, µM (top dose mostly 46.1 µM), inactives show at the highest dose activity change, negative = inhibition, hits mostly inhibitors. actives 2.3% (n = 330,000). AID 504467; note: potency is the fitted concentration of half-maximal effect; % is set by controls: 0 for no effect and ±100 for the full control effect; nearly all actives have a fitted effect of over 55% in size
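HEK293T cells expressing luciferase-tagged ELG1 (2,000/well) received 5-Fluorouridine plus compound or DMSO for 16 hr at 37 °C. Luciferase was read by ONE-Glo luminescence after 30 min at room temperature.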
TSG101-PTAP inh = blocks PTAP/TSG101 interaction to inhibit HIV-1 budding; Potency, µM (doses to about 115 µM), for the others: top-dose activity change, negative = inhibition, actives largely listed as inhibitors; Fluorescence polarization, FITC-PTAP peptide / Tsg101 binding; 340,000 tested, under 10 active; Q99816; active = well fitted inhibition curve with a large enough effect in the main read-out, with a control signal flat, not every such curve was filed as active; inconclusive = small, poorly fitted or top-dose-only effect, or effect the other way, or a change in a side signal; inactive = no such curve, though single readings can be large or run the other way; note: potency is the fitted concentration of half-maximal effect; % of control where 0% means no effect
Target sequence (Q99816 whole entry, looked up): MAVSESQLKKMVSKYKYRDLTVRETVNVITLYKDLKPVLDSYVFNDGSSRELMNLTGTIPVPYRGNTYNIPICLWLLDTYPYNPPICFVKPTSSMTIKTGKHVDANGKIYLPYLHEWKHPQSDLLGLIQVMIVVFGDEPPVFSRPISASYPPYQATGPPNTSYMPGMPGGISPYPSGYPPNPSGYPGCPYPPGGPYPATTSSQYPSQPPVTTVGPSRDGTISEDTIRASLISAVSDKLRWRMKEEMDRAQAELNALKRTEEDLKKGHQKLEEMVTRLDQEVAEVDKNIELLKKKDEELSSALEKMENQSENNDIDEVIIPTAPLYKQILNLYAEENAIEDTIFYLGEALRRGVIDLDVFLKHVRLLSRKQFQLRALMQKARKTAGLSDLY
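Fluorescence polarization binding of Tsg101 binding domain (10 uM final) to FITC-labeled PTAP peptide (50 nM final) in HEPES pH 7.5 buffer with NaCl, Tween 20, EDTA, TCEP. Compounds added before peptide; binding 20 min at RT.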
TCR activator = T cell receptor activation. primary human leukocytes, anti-CD3, IL-2 HTRF, 48 h. 330,000 tested, under 10 active. Potency, µM (titrated, usually from 9.22 µM), for the others: top-dose activation of IL-2 secretion, hits mostly activators. AID 504894; note: % of control where 0% means no effect
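48 hr co-incubation of compounds, a-CD3 beads and primary human leukocytes; IL-2 quantified homogeneously by HTRF with anti-IL-2 K and d2 conjugates.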
An asterisk follows results filed as active; ? = inconclusive; . = no result given; [ ] = remark or other dose. Unless noted, calls come from the whole dose curve; as a rule, active = well fitted curve in the direction sought with a large enough effect; inconclusive = small, poorly fitted or top-dose-only effect, or another doubt; inactive = no such curve, though single readings can be large; an effect the other way counts as inactive or inconclusive.

Value order: AT treatment	TRPV1 ag	B2AR arrestin	BRCA1 expr act	a7 integrin act	MLL CXXC-DNA inh	p53 reactivator	ELG1 DNA repair	TSG101-PTAP inh	TCR activator
CCCCn1c(N)c(N(CCOC)C(=O)CCNC(=O)c2ccc(Cl)cc2)c(=O)[nH]c1=O
→ 7%	1	-0.1%	1%	12%	.	-3%	8%	0%	-3%
CC(C)c1ccc(NC(=O)[C@@H](C)NC(=O)[C@@H]2Cc3ccccc3CN2)cc1
→ -1%	9	0.4%	6%	-22%	4%	1%	?	-3%	5%
COc1ccc(C(=O)Nc2ccc(S(=O)(=O)Nc3ncccn3)cc2)cc1OC
→ 3%[11.5 µM]	1	0.0%	-14%	2%	-10%	1%	-7%	-7%	-2%
O=C(CSc1nnc(NC(=O)c2ccco2)s1)Nc1ccccc1Cl
→ 4%	0	-0.2%	-7%	37%	9%	6%	-4%	1%	0%
C=CCOC(=O)C1=C(C)OC(N)=C(C#N)C1c1ccc(F)cc1 (configuration not stated)
→ 4%	2	0.1%	-7%	8%	-4%	-6%	10%	-2%	-6%
CCOc1cc(N2CCOCC2)c(OCC)cc1NC(=O)CN1C(=O)NC2(CCCCC2C)C1=O (configuration not stated)
→ -1%	3	-1.8%	1%	-17%	.	-2%	10%	-2%	8%
CC1CCN(CCCNC(=O)CN2C(=O)CSc3ccc(S(=O)(=O)N4CCC(C)CC4)cc32)CC1
→ 0%	-2	0.0%	-18%	-32%	-7%	-3%	?	2%	-8%
CC(C)(C)NC(=O)C(c1ccsc1)N(CCc1ccccc1)C(=O)Cn1nnc2ccccc21 (configuration not stated)
→ 11%	?	-0.3%	0%	20%	9%	-5%	?	-7%	.
CC(=O)Nc1c(Br)cc(N2C(=O)CCC2=O)cc1Br
→ -6%	1	-0.4%	-4%	2%	10%	8%	0%	-2%	-3%[46.1 µM]
Cc1cccc(CSCc2ccc(C(=O)NCC3CCCO3)o2)c1 (configuration not stated)
→ 3%	?	-0.1%	0%	25%	5%	-3%	9%	-4%	-4%
O=C(CCc1nc2ccccc2c(=O)[nH]1)Nc1cc(Cl)ccc1N1CCCC1
→ -7%	12	3.6%	-6%	15%	.	-1%	14%	-1%	-3%
Fc1cc(F)c2nc(N3CCOCC3)sc2c1
→ -2%	1	0.0%	13µM*	21%	8%	?	?	0%	2%[46.1 µM]
O=C(COC(=O)C1CC(=O)N(c2ccc3c(c2)OCCO3)C1)NC1CCCc2ccccc21 (configuration not stated)
→ 2%	0	2.8%	-7%	1%	0%	?	25%	-2%	1%
CC(=O)Nc1ccc(SCC(=O)Nc2ccccc2-c2ccccc2)cc1
→ -4%	1	-0.2%	-32%	18%	1%	-5%	-19%	0%	-7%[46.1 µM]
C=C(C)C(=O)NC1=NN(c2ccccc2)C(=O)C1
→ -2%	1	-0.4%	-3%	37%	-3%	8%	13%	0%	1%[46.1 µM]
COc1ccc(CCNC(=O)CCS(=O)(=O)c2ccc3nc(C)sc3c2)cc1OC
→ -2%	0	0.4%	4%	3%	.	.	4%	-3%	-1%
O=C(c1ccc2c(c1)OCO2)N1CCN=C1SCc1ccccc1
→ 3%	26	0.7%	-5%	1%	10%	?	6%	-5%	-1%[46.1 µM]
C=CCN(CC=C)c1ccc(N2C(=O)C3CCCCC3C2=O)cc1[N+](=O)[O-] (configuration not stated)
→ 0%	4	-0.1%	-27%	-5%	20%	2%	?	0%	-1%
Cc1ccc(S(=O)(=O)NCC(=O)NCCc2c[nH]c3ccccc23)cc1C
→ 3%	-2	0.1%	-36%	-12%	-9%	-1%	-10%	0%	-2%
CCOc1ccc(OCC)c(NC(=O)CN2CCN(CC)CC2)c1
→ 0%	1	0.2%	-16%	-11%	-5%	-4%	1%	-5%	3%[46.1 µM]
CCOc1ccccc1Nc1nnc(SCC(=O)Nc2cccc(S(=O)(=O)NC3=NCCCCC3)c2)s1
→ 0%	1	7.7%	-56%	-28%	-8%	-1%	18µM*	0%	2%[46.1 µM]
CCOc1ccc(C(C)=O)cc1CSC(=N)N
→ 3%	-1	0.3%	0%	-11%	-15%	5%	-12%	-3%	.
O=C(c1ccccc1)c1cnc(-c2ccccc2)s1
→ 9%	29	-1.1%	?	25%	-6%	?	?	-3%	4%
COc1ccc(OC)c(C(=O)Nc2ccc3[nH]ccc3c2)c1
→ .	.	.	?	-4%	.	.	.	-3%	0%
CCN1CCN(CC(=O)Nc2ccc(Cl)c(S(=O)(=O)N(C)C)c2)CC1
→ 3%	-2	-0.1%	24%	-27%	-1%	10%	-13%	2%	6%
COc1ccc(NC(=O)c2cc(-c3cccs3)on2)c(OC)c1
→ 5%	-1	0.1%	-8%	0%	-3%	-4%	5%	-3%	2%
Cc1ccc(C(=O)N/N=C/c2c[nH]c3ccccc23)o1
→ 0%	0	-0.5%	11%	-6%	16%	19%	?	1%	-2%
CC(=O)c1ccc(-c2nnc(CCC(=O)N3CCCC(C(=O)CC(C)C)C3)o2)s1 (configuration not stated)
→ 3%	7	0.3%	?	-16%	5%	?	?	-6%	-1%
C=CCOc1cccc(C(=O)N2CCCC(CNS(=O)(=O)c3cccs3)C2)c1 (configuration not stated)
→ 5%	9	-0.2%	30%	18%	5%	-3%	-16%	-1%	1%
COCCCn1c(=NC(=O)c2ccc3c(c2)OCO3)c(C#N)cc2c(=O)n3cccc(C)c3nc21
→ -2%	0	-0.8%	.	.	-3%	5%	0%	.	.
O=C(CN1C(=O)c2ccccc2C1=O)Nc1ccccc1F
→ -6%	4	-0.3%	-2%	-22%	1%	4%	-15%	1%	-5%
COc1ccc(CCNC(=O)Cn2cnc3ccccc3c2=O)cc1OC
→ -11%	-2	-0.5%	1%	-8%	12%	3%	6%	-1%	2%[46.1 µM]
CCc1c(O)nc(SCC(=O)Nc2ccccc2C)[nH]c1=O
→ 4%	-1	-0.4%	4%	5%	5%	-2%	3%	-1%	-1%
CCCC1CC(CSC(=N)N)OC1=O (configuration not stated)
→ 2%	1	-0.7%	-38%	8%	?	4%	?	-3%	-2%
O=[N+]([O-])c1ccc(NCc2ccncc2)cc1
→ -2%	8	-0.5%	-16%	0%	10%	-6%	8%	-5%	-2%
CC(=O)Nc1nnc(SCC(=O)N2C(C)CCCC2C)s1 (configuration not stated)
→ -1%	-2	0.1%	-12%	-57%[inhibitor]	-3%	5%	10%	-1%	1%
CS(=O)(=O)N1CCCC(C(=O)NCCc2ccccc2)C1 (configuration not stated)
→ 7%	-3	0.1%	21%	-3%	-2%	7%	8%	-8%	-4%
CN(c1ccccc1)S(=O)(=O)c1cc(C(=O)c2nccn2C)ccc1Cl
→ 21%	?	0.0%	-23%	-15%	-6%	-2%	?	1%	6%
O=C(CN(c1ccccc1)S(=O)(=O)c1ccc(F)cc1)N1CCCCCC1
→ .	16	.	-11%	13%	-10%	.	.	-3%	-4%
O=C1c2ccccc2S(=O)(=O)N1Cc1ccccc1[N+](=O)[O-]
→ 2%	2	0.2%	-1%	-16%	4%	.	0%	-3%	-10%
CCOc1ccc(N2C(=O)C3=C(C(c4ccc(Cl)cc4)=NCCN3)C2c2cccnc2)cc1 (configuration not stated)
→ 0%	-3	-0.2%	-29%	-47%[inhibitor]	-6%	-2%	5%	0%	-4%
COc1ccc(Cc2nc3ccc(C(=O)N(C)Cc4cc(C)[nH]n4)cc3o2)cc1OC
→ -2%	1	3.8%	-1%	-16%	7%	27%	?	-2%	4%
CC1(C)CC(=O)C(/C=N/c2ncccc2C(=O)O)=C(O)C1
→ .	-7	0.4%	8%[1.84 µM]	1%	3%	-4%	17%	-5%	-1%
CCn1c(SCC(=O)N/N=C/c2c[nH]c3ccccc23)nnc1-c1ccc(Cl)cc1
→ -2%	-5	-0.8%	-53%	-6%	4%	0%	?	-1%	-3%[46.1 µM]
Cn1c(=O)[nH]c(=O)c2c1nc(N1CCNCC1)n2Cc1ccccc1Cl
→ -3%	3	-0.5%	-5%	-25%	-3%	2%	1%	-1%	13%
Cc1ccsc1C1C(C#N)=C(N)OC2=C1C(=O)CC(C)(C)C2 (configuration not stated)
→ 1%	3	-0.1%	2%	12%	-17%	2%	17%	0%	-4%
O=C(Nc1ccc(N2CCOCC2)c(S(=O)(=O)Nc2cc(Cl)ccc2Cl)c1)c1cccnc1
→ -5%	2	-1.3%	-17%	11%	3%	-2%	-29%	1%	2%
COc1ccccc1NS(=O)(=O)c1cc(NC(=O)CCc2nc3ccccc3c(=O)[nH]2)ccc1C
→ 0%	-8	-0.3%	-44%	-5%	.	-7%	13µM*	0%	-4%
